# ABCB1 block – human ABCB1 inhibition, ABCG2 as counter-screen | P08183 | inhibition, % at 6.6 µM | AID 1326 | CCRF-Adr cells, JC-1 efflux, flow cytometry | actives 0.067% (n = 190,000); in the data active = inhibition above about 40%;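 note: 0% = vehicle and 100% = reference inhibitor; higher value means more JC-1 retained so stronger ABCB1 efflux block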
# Bcl-2 Bim block – human Bim-Bcl-2 interaction inhibition; Bead-based flow cytometry, Bim peptide-Bcl-2 binding; inhibition, % at 10 µM; actives 0.06% (n = 190,000); P10415; AID 950; in the data active = inhibition above about 40%; inconclusive = no clear call, values can overlap the other calls;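 note: 0% = no compound wells with probe peptide and 100% = reference peptide inhibitor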
# Target sequence (P10415 whole entry, looked up): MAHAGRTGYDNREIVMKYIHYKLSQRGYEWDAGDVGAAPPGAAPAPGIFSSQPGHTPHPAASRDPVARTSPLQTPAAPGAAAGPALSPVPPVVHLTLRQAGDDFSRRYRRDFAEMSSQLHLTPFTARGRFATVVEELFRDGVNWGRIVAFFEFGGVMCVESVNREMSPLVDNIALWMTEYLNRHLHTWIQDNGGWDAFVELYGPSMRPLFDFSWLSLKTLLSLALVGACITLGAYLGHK
# Bim-Bcl-XL – inhibitors of Bim-Bcl-XL interaction, human; Q07817; Bim peptide-Bcl-XL binding, bead flow cytometry, fluorescence; inhibition, % at 10 µM; actives 0.04% (n = 190,000)
# Target sequence (Q07817 whole entry, looked up): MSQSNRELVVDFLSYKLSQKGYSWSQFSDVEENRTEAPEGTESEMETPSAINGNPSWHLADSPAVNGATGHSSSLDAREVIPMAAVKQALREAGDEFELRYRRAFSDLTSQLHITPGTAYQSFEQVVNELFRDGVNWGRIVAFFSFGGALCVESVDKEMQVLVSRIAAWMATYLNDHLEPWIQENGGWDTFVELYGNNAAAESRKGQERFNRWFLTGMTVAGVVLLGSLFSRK
# RGS7-Gao reg – regulators of human RGS7-Galphao interaction. Multiplexed bead flow cytometry, RGS7-Galphao binding; actives lie on both sides. binding response (% of control), % at 10 µM. actives 0.35% (n = 220,000); in the data active = binding response below about 49% or above about 150%; inconclusive = no clear call, values can overlap the other calls; inactive = in between;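 note: fluorescent Galphao held in activated GDP-AlF4 state binding bead-coupled RGS7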
# GSH bead fluor – GSH bead compound fluorescence profile; GSH beads flow cytometry, compound fluorescence 488/530 nm; stronger effect = higher value; fluorescence (KMESF) at 10 µM; actives 0.25% (n = 190,000); AID 1776; in the data active = fluorescence above about 89;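 note: glutathione beads carrying GST-tagged Bcl family fusion proteins plus one bare bead set; values are compound well signal with DMSO vehicle wells as background; inactives centre near 16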
# Bim-Bcl-W – disrupts Bim peptide binding to human Bcl-W | Q92843 | bead-based flow cytometry | inhibition, % at 10 µM | actives 0.02% (n = 190,000) | AID 952;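 note: 0% = bound tracer without compound and 100% = peptide blocker; higher means less fluorescent Bim peptide bound to Bcl-W beads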
# Target sequence (Q92843 whole entry, looked up): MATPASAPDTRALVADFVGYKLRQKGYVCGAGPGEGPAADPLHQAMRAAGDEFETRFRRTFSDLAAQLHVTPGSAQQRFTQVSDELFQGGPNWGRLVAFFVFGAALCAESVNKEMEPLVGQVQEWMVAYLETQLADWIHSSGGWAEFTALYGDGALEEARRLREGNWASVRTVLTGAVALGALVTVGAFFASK
# Bim-Bcl-B – disrupts Bim peptide binding to human Bcl-B. bead-based flow cytometry. inhibition, % at 10 µM. actives 0.073% (n = 190,000). AID 951;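 note: 0% = tracer peptide without compound and 100% = reference inhibitor peptide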
# Bim-Bfl-1 – inhibitors of Bim-Bfl-1 interaction, human. actives 0.12% (n = 190,000). Bead-based flow cytometry, Bim-Bfl-1 binding inhibition. inhibition, % at 10 µM;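 note: 0% = wells without compound plus tracer and 100% = blocker peptide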
# Avidin fluor – avidin bead compound fluorescence profile; Avidin beads, compound fluorescence 488/530 nm, flow cytometry; stronger effect = higher value; actives 0.38% (n = 220,000); fluorescence (KMESF) at 10 µM; AID 1775; in the data active = fluorescence above about 47; note: inactives centre near 10
# RGS4-Gao reg – human RGS4-Galphao interaction regulation | P09471 | Multiplexed bead flow cytometry, RGS4-Galphao binding; actives lie on both sides | binding response (% of control), % at 10 µM | actives 0.33% (n = 220,000); in the data active = binding response below about 49% or above about 150%; inactive = in between;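 note: fluorescent Galphao activated with aluminum fluoride binding bead-coupled RGS4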
# ABCG2 block – inhibitors of human ABCG2 transporter, ABCB1 counter-screen; Q9UNQ0; IgMXP3 cells, JC-1 efflux, flow cytometry; inhibition, % at 6.6 µM; actives 0.1% (n = 190,000);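 active = inhibition above 80%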;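 note: 0% = DMSO and 100% = nicardipine control wells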
#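 test system = two drug-resistant human cell lines, ABCG2 and ABCB1 | amount = 3 million cells/mL final, two lines in 1:1 ratio | reagent = JC-1 transporter substrate | doses = one concentration, 6.6 µM final | incubation = 10 min at 25 °C | signal = flow cytometric JC-1 green MFI at 530 nm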
# Active calls of the source: *; ? = inconclusive. Cut-off read from the data, not from the text of the source, unless noted: active = inhibition above about 40%.
SMILES,ABCB1 block,Bcl-2 Bim block,Bim-Bcl-XL,RGS7-Gao reg,GSH bead fluor,Bim-Bcl-W,Bim-Bcl-B,Bim-Bfl-1,Avidin fluor,RGS4-Gao reg,ABCG2 block
Cc1cc(C(=O)Nc2nnc(C3CCCCC3)s2)cs1,1.2,-2,-1,101,12,-1,-2,-1,11,105,11
C(=C\c1ccccc1)/C=N/Nc1nc(N2CCCCC2)nc(N2CCCCC2)n1,0.0,4,5,106,23,0,1,0,7,103,1
COc1ccnc(Oc2ccccc2)c1C(=O)N/C=N/OCc1ccccc1,-0.1,-3,-7,97,11,0,-4,-3,3,95,4
Cc1nn2c(Nc3ccc(F)cc3)c3c(nc2c1-c1ccccc1)CCC3,0.1,-6,-7,99,16,-5,-11,-11,16,101,4
COc1ccc(/C=N/n2c(C)nnc2C)c(OC)c1,0.6,-13,-6,94,14,0,-10,-12,9,96,4
Cc1cc(/C=C2/NC(=O)NC2=O)c(C)n1-c1ccncc1,0.1,1,0,107,14,0,15,-3,30,103,2
CCn1c(=O)cc(OCC(=O)NC2CCCCC2)c2ccccc21,0.3,-1,-1,104,16,2,-2,-6,9,108,3
Cc1ccc(CNC(=O)c2ccc(N3CCCC3=O)cc2)cc1,0.8,0,0,100,25,-2,-2,-1,14,95,4
O=S(=O)(NC1CCCCC1Nc1ccccc1)c1ccccc1 (stereo not given),0.3,-3,-4,101,14,-3,-8,-14,11,99,2
CCSc1nc2c(c(=O)[nH]1)C(c1ccncc1)C(C(=O)OC)=C(C)N2 (stereo not given),0.3,1,-2,102,13,0,3,-3,16,102,1
Cn1c(SCc2ccccn2)nnc1-c1ccccc1,0.3,0,-1,96,9,1,-1,-10,9,98,0
COC(=O)[C@@H](NC(=O)Nc1ccccc1F)C(C)C,0.0,-7,-7,101,23,0,-3,-8,8,102,-1
COc1cc2cc(CN(C(=O)NC3CCCCC3)C3CCCC3)c(=O)[nH]c2cc1OC,-0.1,-2,-6,108,55,0,-8,-10,9,102,2
O=C(CCCN=C1NS(=O)(=O)c2ccccc21)OCC(=O)N1CCc2ccccc21,0.0,2,3,104,5,0,0,-1,19,102,0
CSc1nc(C)c2c(n1)N(c1ccc(C(C)C)cc1)CC2,1.9,-2,-1,100,9,-4,0,-1,25,96,6
OC(CN1CCCCC1)CN1CCCCC1,0.0,-3,0,101,20,-2,-6,-1,30,99,0
C/C=C(\C)CN1CCN(c2ccc(C)cc2)CC1,1.0,-11,-6,100,24,-5,-6,-17,28,100,9
CC(OC(=O)c1nn(C)c(=O)c2ccccc12)C(=O)NCc1ccc2c(c1)OCO2 (stereo not given),0.3,-3,0,104,25,0,-5,-8,12,102,4
O=C(CP(=O)(c1ccccc1)c1ccccc1)N1CCCCC1,0.7,-5,-5,102,33,0,-9,-10,16,99,2
Cc1cccc(-c2nnn(C/C(N)=N/O)n2)c1,0.0,-1,-3,99,11,-1,-2,-4,14,102,-1
Cc1ccc(-c2noc(CN(C(=O)CCN3C(=O)c4ccccc4C3=O)C(C)C)n2)cc1,6.0,-9,-11,99,23,1,-5,-13,11,100,14
COc1ccc(OC)c(C(=O)c2ccc(C(=O)Nc3cccc4ccccc34)cc2)c1,0.8,-8,-4,96,9,0,-2,-4,16,98,9
Cc1cccc(NC(=O)CN2C(=O)N/C(=C\c3cccn3-c3cccc(C(=O)O)c3)C2=O)c1,-0.5,-1,0,108,14,4,-4,0,11,107,-2
COc1cc(OC)cc(C(=O)N2CCN(C(=O)c3cccc(F)c3)CC2)c1,-0.4,-2,-8,94,32,-1,-2,-1,9,99,0
COC(=O)CN(c1ccc(OC)c(OC)c1)S(C)(=O)=O,1.7,-12,-10,100,38,-3,-8,-21,13,105,4

# Next section:
SMILES,ABCB1 block,Bcl-2 Bim block,Bim-Bcl-XL,RGS7-Gao reg,GSH bead fluor,Bim-Bcl-W,Bim-Bcl-B,Bim-Bfl-1,Avidin fluor,RGS4-Gao reg,ABCG2 block
Cc1ccc2nc(N3CCC(C(=O)O)CC3)nc(-c3ccccc3)c2c1,0.5,-2,-1,101,18,-2,-2,1,28,99,2
CCN(CC)CCNC(=O)CNC(=S)N(CCCN1CCOCC1)Cc1cccs1,0.6,3,-2,?,13,-1,1,2,13,95,1
CCC(=O)NC(=S)Nc1ccc(NC(=S)NC(=O)c2ccccc2)cc1,-2.2,-3,-8,101,17,-4,-10,-4,9,101,-3
O=C(Cc1ccccc1)Nc1ccc(N2CCN(Cc3ccccc3F)CC2)cc1,0.6,-1,-1,90,6,-2,1,1,12,86,1
CC1(C)OC(c2ccccc2)=C/C(=C/C=N/NC(=O)c2ccncc2)O1,0.1,-2,-4,99,15,0,-4,-4,10,98,0
Cc1ccc(OCC(=O)Nc2cccc(S(=O)(=O)N3CCCCC3)c2)c([N+](=O)[O-])n1,1.0,-4,-10,95,10,-6,-4,-9,8,98,28
Cc1ccc(S(=O)(=O)N(CC(=O)NC2CCCCCC2)c2ccccc2F)cc1,0.4,3,0,99,6,2,-2,-6,12,97,1
Cc1cccc(Cn2nc(-n3cccc3)c3c(C)cc(C)nc32)c1,0.2,-1,-1,95,16,-2,-3,-6,12,95,1
Cc1cc(C)c(NC(=O)/C=C\C(=O)O)c(Cl)c1,0.6,-5,-6,100,11,-3,-2,-6,4,101,2

# Just Bim-Bcl-XL, for 2 of the compounds above:
Compound | Bim-Bcl-XL
O=C(Cc1ccccc1)Nc1ccc(N2CCN(Cc3ccccc3F)CC2)cc1 | -1
CC1(C)OC(c2ccccc2)=C/C(=C/C=N/NC(=O)c2ccncc2)O1 | -4

# In the list so far, these contain a carbonyl joined to an NH by a bond outside any ring:
SMILES,ABCB1 block,Bcl-2 Bim block,Bim-Bcl-XL,RGS7-Gao reg,GSH bead fluor,Bim-Bcl-W,Bim-Bcl-B,Bim-Bfl-1,Avidin fluor,RGS4-Gao reg,ABCG2 block
Cc1cc(C(=O)Nc2nnc(C3CCCCC3)s2)cs1,1.2,-2,-1,101,12,-1,-2,-1,11,105,11
COc1ccnc(Oc2ccccc2)c1C(=O)N/C=N/OCc1ccccc1,-0.1,-3,-7,97,11,0,-4,-3,3,95,4
CCn1c(=O)cc(OCC(=O)NC2CCCCC2)c2ccccc21,0.3,-1,-1,104,16,2,-2,-6,9,108,3
Cc1ccc(CNC(=O)c2ccc(N3CCCC3=O)cc2)cc1,0.8,0,0,100,25,-2,-2,-1,14,95,4
COC(=O)[C@@H](NC(=O)Nc1ccccc1F)C(C)C,0.0,-7,-7,101,23,0,-3,-8,8,102,-1
COc1cc2cc(CN(C(=O)NC3CCCCC3)C3CCCC3)c(=O)[nH]c2cc1OC,-0.1,-2,-6,108,55,0,-8,-10,9,102,2
CC(OC(=O)c1nn(C)c(=O)c2ccccc12)C(=O)NCc1ccc2c(c1)OCO2 (stereo not given),0.3,-3,0,104,25,0,-5,-8,12,102,4
COc1ccc(OC)c(C(=O)c2ccc(C(=O)Nc3cccc4ccccc34)cc2)c1,0.8,-8,-4,96,9,0,-2,-4,16,98,9
Cc1cccc(NC(=O)CN2C(=O)N/C(=C\c3cccn3-c3cccc(C(=O)O)c3)C2=O)c1,-0.5,-1,0,108,14,4,-4,0,11,107,-2
CCN(CC)CCNC(=O)CNC(=S)N(CCCN1CCOCC1)Cc1cccs1,0.6,3,-2,?,13,-1,1,2,13,95,1
CCC(=O)NC(=S)Nc1ccc(NC(=S)NC(=O)c2ccccc2)cc1,-2.2,-3,-8,101,17,-4,-10,-4,9,101,-3
O=C(Cc1ccccc1)Nc1ccc(N2CCN(Cc3ccccc3F)CC2)cc1,0.6,-1,-1,90,6,-2,1,1,12,86,1
CC1(C)OC(c2ccccc2)=C/C(=C/C=N/NC(=O)c2ccncc2)O1,0.1,-2,-4,99,15,0,-4,-4,10,98,0
Cc1ccc(OCC(=O)Nc2cccc(S(=O)(=O)N3CCCCC3)c2)c([N+](=O)[O-])n1,1.0,-4,-10,95,10,-6,-4,-9,8,98,28
Cc1ccc(S(=O)(=O)N(CC(=O)NC2CCCCCC2)c2ccccc2F)cc1,0.4,3,0,99,6,2,-2,-6,12,97,1
Cc1cc(C)c(NC(=O)/C=C\C(=O)O)c(Cl)c1,0.6,-5,-6,100,11,-3,-2,-6,4,101,2
